sdo1 growth: growth rescue of sdo1-depleted yeast, primary screen, S. cerevisiae, bone marrow failure model. S. cerevisiae sdo1-depleted JHY4D growth rescue, OD600 30 h; hits give high values; pdr5 snq2 efflux-pump mutant strain. z-score at 10 µM. 0.21% of 140,000 active;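 active means z-score above 3 at both the 24 hr and the 30 hr optical density reads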;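 further: z-score against mean and SD of all compound wells on the same plate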
Insulin prom inh: inhibitors of insulin promoter-driven GFP, primary screen, imaging, TRM-6 cells (human fetal islet line), eGFP reporter, cell count. inhibition, % at 2 µM. AID 1273, 2008. 0.9% of 130,000 active. reporter expression induced with tamoxifen;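 active means inhibition above the mean plus 3 SD, with well images judged a real hit on visual review, cut at about 60% in these data, passing the limit was not always enough; inconclusive means inhibition over the cutoff but images rejected on review; inactive means inhibition not above the cutoff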
sdo1 growth Rescue 24 h: recorded beside sdo1 growth, whose call it bears; z-score; S. cerevisiae sdo1-depleted JHY4D growth rescue, OD600; measured here: growth rescue at 24 h;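 0 is the plate mean of compound wells and units are plate SD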
Numbers without * were called inactive; ? = inconclusive; / = not tested or not shown; & = joins results of further samples; [ ] = another dose, or the depositor's remark.

SMILES | sdo1 growth | sdo1 growth Rescue 24 h | Insulin prom inh
CCN(CC)S(=O)(=O)c1cccc(C(=O)Nc2sc3c(c2C(N)=O)CCCC3)c1 | 0.96 | 2.9 | 5
O=c1[nH]c(=S)[nH]nc1Cc1ccccc1 | -1.3 | -1.4 | -61
O=C(O)CCCC(=O)N(Cc1ccccc1)Cc1ccccc1 | 0.48 | -0.09 | 3
CC(C)Oc1ccc(C(=O)N2CCCc3ccccc32)cc1 | -1.1 | -0.55 | /
Cc1cccc(CSC2=CS(=O)(=O)c3ccccc3N2)c1 | 0.14 | 0.37 | -11
CCOCCc1nnc(NC(=O)Cc2ccc(Br)cc2)s1 | -0.48 | -0.15 | 0
O=C(O)c1c[nH]c(=O)c2ccccc12 | / | / | -8
CN(C)C1C(=O)c2ccccc2C1=O | 0.94 | 0.7 | 34
CCN(C(=O)COC(=O)CNC(=O)C12CC3CC(CC(C3)C1)C2)C1CCS(=O)(=O)C1 (configuration not stated) | -0.64 | -1.7 | 48
CCOc1ccc(-c2nnc(SCC(=O)N3CCN(c4ccccc4)CC3)o2)cc1 | -1.2 | 0.75 | /
CCCC(=O)Nc1ccc(C(=O)N/N=C/c2cccnc2)cc1 | 1.1 | 1.1 | -7
COc1ccc(NC(=O)CC2C(=O)N(c3cccc(OC)c3)C(=O)N2CCC(C)C)cc1 (configuration not stated) | -0.1 | -0.12 | 13
CCOc1cccc(NCc2cc3c(C(C)(C)C)nn(-c4ccccc4)c3[nH]c2=O)c1 | -0.65 | -0.71 | -7
Clc1ccc(Nc2ncn[nH]2)cc1 | 1.7 | 0.4 | -24
CCCC(C(=O)NC1CCCC1)N(Cc1ccc2c(c1)OCO2)C(=O)c1snc(C(N)=O)c1N (configuration not stated) | -0.55 | -0.29 | 3
COC(=O)CNC(=O)c1ccc(=O)oc1 | 1.6 | 0.78 | ?
Cc1ccc(S(=O)(=O)NCCOc2nc(N3CCOCC3)nc(N3CCOCC3)n2)cc1 | -0.13 | -1.2 | 4
NC1=NC(=O)/C(=C/c2cn(Cc3ccccc3)c3ccccc23)S1 | -0.82 | -0.65 | /
CC(=O)Nc1ccc(N2CC(C)(C)C2=O)cc1 | / | / | 33
Cc1ccccc1-n1c(SCC(=O)N2CCC(C(=O)O)CC2)nnc1-c1ccncc1 | / | / | -44
COCCCNC(=O)C1CCN(S(=O)(=O)N(CC(C)C)CC(C)C)CC1 | 0.5 | 0.34 | -6
COc1ccc(/C=N/n2c(-c3cccs3)n[nH]c2=S)cc1 | -1.8 | -1.4 | 15
CC1Cc2ccccc2N1C(=O)C1CCCN1S(=O)(=O)c1ccc(Cl)cc1 (configuration not stated) | 0.29 | 0.06 | -93
COc1ccccc1OCCSc1nnnn1C1CCCCC1 | -0.32 | -0.73 | 33

Single values from the entries so far:
COc1ccccc1OCCSc1nnnn1C1CCCCC1 | sdo1 growth Rescue 24 h = -0.73
Cc1ccc(S(=O)(=O)NCCOc2nc(N3CCOCC3)nc(N3CCOCC3)n2)cc1 | sdo1 growth Rescue 24 h = -1.2
Clc1ccc(Nc2ncn[nH]2)cc1 | sdo1 growth = 1.7
COc1ccc(/C=N/n2c(-c3cccs3)n[nH]c2=S)cc1 | Insulin prom inh = 15
CCOc1cccc(NCc2cc3c(C(C)(C)C)nn(-c4ccccc4)c3[nH]c2=O)c1 | Insulin prom inh = -7

The results go on:
SMILES | sdo1 growth | sdo1 growth Rescue 24 h | Insulin prom inh
Cn1nc(C(C)(C)C)cc1C(=O)NCc1ccc(N2CCCC2=O)cc1 | -0.26 | -1.2 | /
Cc1nnc(SCC(=O)Nc2nnc(SCc3cccc(Br)c3)s2)s1 | 0.1 | 1 | 26
Cc1ccc2nc(-c3ccc(NC(=O)CN4C(=O)c5ccccc5C4=O)cc3)sc2c1 | -1 | -0.74 | 38
CC(C)NC(=O)COC(=O)c1ccc(Oc2ccccc2)cc1 | -1.4 | -1.3 | -45
CC(=O)Nc1ccc(Nc2cc(-c3ccccc3)nc3ncnn23)cc1 | / | / | -14
CCOC(=O)/C(=C\c1c[nH]c2ccccc12)NC(C)=O | 0.75 | 0.63 | /
CCOC(=O)c1[nH]cnc1C(=O)Nc1cccc(N)n1 | 0.08 | -0.24 | /
CCCNC(=O)CSc1nc2[nH]ncc2c(=O)[nH]1 | / | / | 22
COc1ccc(Cl)cc1NC(=O)NC1CCCCC1 | 0.16 | 0.46 | 0
O=C(CSc1nc2c(c(=O)n1-c1ccccc1)SCC2)N1CCN(c2ccccc2)CC1 | -0.76 | -0.21 | -43
O=C(NN=C1c2ccccc2-c2ccccc21)c1cccc(Br)c1 | -1.8 | -0.8 | /
CC(=O)NC1CC(C)(C)N(OC(C)=O)C(C)(C)C1 | 1.6 | 3.3 | 74

The closing 2 entries of the section above lead into the next.
SMILES | sdo1 growth | sdo1 growth Rescue 24 h | Insulin prom inh
O=C(NN=C1c2ccccc2-c2ccccc21)c1cccc(Br)c1 | -1.8 | -0.8 | /
CC(=O)NC1CC(C)(C)N(OC(C)=O)C(C)(C)C1 | 1.6 | 3.3 | 74
CCOC(=O)N1CCN(C(=O)c2n[nH]c(=O)c3ccccc23)CC1 | 0.92 | 0.8 | 22
CC1CCN(S(=O)(=O)c2cccc(-c3csc(-c4cccnc4)n3)c2)CC1 | 0.14 | 0.42 | 12
CSCCC(NS(=O)(=O)/C=C/c1ccccc1)C(=O)N1CCC(C)CC1 (configuration not stated) | -0.8[5.8 µM] | -0.41 | /
Cc1ccc(-c2nnc(NCc3ccccc3)c3ccccc23)cc1 | -2.1 | -2.1 | 26
O=C(Nc1nnc(-c2cccs2)s1)c1cccc(F)c1 | / | / | 20
CCOC(=O)c1c(CC(C)C)csc1NC(=O)C(C)C | 1.3 | 0.63 | -37
O=C(CN1C(=O)c2ccccc2C1=O)N1CCCCC1 | 0.78 | 0.53 | /
Cc1ccc(NC(=O)CSc2nnc(C)c(=O)n2N)c(C)c1 | 1 | 1.1 | -18
Cn1c2c(c3ccccc31)CCSC2=O | 0.03 | -1.1 | /
CCOc1ccc(CCNC(=O)Cc2nn[nH]n2)cc1OCC | 0.84 | 0.33 | -152
CCCNC(=O)C1CC(=O)N(c2ccc(OCC(=O)Nc3cccc(C)c3C)cc2)C1 (configuration not stated) | 0.18 | -0.38 | /
CCOC(=O)Cn1c(C)cc(=O)c2cccc(C)c21 | 0.44 | -0.19 | 29

Three of the entries above in order of their number in sdo1 growth Rescue 24 h, falling.
structure	sdo1 growth	sdo1 growth Rescue 24 h	Insulin prom inh
Cc1ccc(NC(=O)CSc2nnc(C)c(=O)n2N)c(C)c1	1	1.1	-18
CCOC(=O)N1CCN(C(=O)c2n[nH]c(=O)c3ccccc23)CC1	0.92	0.8	22
Cc1ccc(-c2nnc(NCc3ccccc3)c3ccccc23)cc1	-2.1	-2.1	26

Profiles from above. Screens in order: sdo1 growth	sdo1 growth Rescue 24 h	Insulin prom inh
Record of O=c1[nH]c(=S)[nH]nc1Cc1ccccc1 = -1.3	-1.4	-61
Record of CC(C)NC(=O)COC(=O)c1ccc(Oc2ccccc2)cc1 = -1.4	-1.3	-45

More structures follow:
SMILES | sdo1 growth | sdo1 growth Rescue 24 h | Insulin prom inh
CCOC(=O)c1sc(NC(=O)CSc2nnc(C(C)C)n2CC)nc1C | 0.27 | -0.65 | 0
COc1c(OC(C)=O)ccc(/C=C/c2ccc3ccccc3n2)c1[N+](=O)[O-] | -1.9 | -1.4 | -10
CCOC(=O)N1CCN(S(=O)(=O)c2ccc3c(c2)CCN3C(=O)CC)CC1 | -0.46 | -0.78 | -14
O=c1c2c3nc4ccccc4nc3n(Cc3ccccc3)c2ncn1Cc1ccco1 | -0.56 | 0.21 | /
CCOC(=O)c1ccc(NC(=O)Nc2cc(C)cc(C)n2)cc1 | / | / | -5
CCOC(=O)CN1C(=O)C(O)=C(C(C)=O)C1c1ccc(F)cc1 (configuration not stated) | -0.14 | 0.47 | 15
CC1CCCN(CC(O)COCC2COc3ccccc3O2)C1 (configuration not stated) | 0.64 | 0.57 | 16
CC1=NN(C(=O)c2csc(C(C)C)c2)C(O)(C(F)(F)F)C1 (configuration not stated) | 0.41 | 0.07 | -17
COc1ccc(CC(=O)NC(CC(=O)O)c2cccc([N+](=O)[O-])c2)cc1 (configuration not stated) | / | / | -36
COc1ccc(-c2cc(C(=O)OCC(=O)c3ccc(C)c([N+](=O)[O-])c3)c3ccccc3n2)cc1 | -0.03 | 0.19 | 7
N#Cc1c(-c2ccccc2)[nH]c(=O)[nH]c1=O | / | / | -25
N#Cc1c(-c2ccco2)nc(SCC(=O)Nc2cccc(Cl)c2)[nH]c1=O | 0.53 | 1.1 | /
O=S(=O)(/N=C(/c1ccc(Cl)cc1)N1CCOCC1)c1ccc(Cl)cc1 | 0.42 | 0.12 | -42
N#Cc1cc(-c2ccccc2)nn1-c1ccccc1 | -0.01 | -0.19 | -286
NC1=NC(=O)CC(C(=O)Nc2cccc3ccccc23)S1 (configuration not stated) | / | / | 45
O=C(O)Cn1ccnc1 | 0.06 | -0.16 | 45
COc1ccccc1NS(=O)(=O)c1cc([N+](=O)[O-])ccc1N/N=C/c1sc(N2CCOCC2)nc1-c1ccccc1 | -0.46 | -0.06 | /
CCc1nc(N2CCOCC2)c(C#N)c2c1CCCC2 | -0.29 | -0.02 | 43
CN1CCC(OC(=O)COc2ccc(F)cc2)CC1 | / | / | 58
O=C(NCc1cccnc1)c1csc2c1CCCC2 | -0.25 | -0.07 | -32
O=C(CCc1nc2cccnc2n1Cc1ccccc1)NCCc1ccc(Cl)cc1 | -0.73 | -0.45 | -26
CSc1cccc(NC(=S)N(Cc2ccc(C)cc2)Cc2cccnc2)c1 | / | / | -33
O=[N+]([O-])c1ccc(/C=N/Nc2cc(Cl)nc(-c3ccccc3)n2)cc1 | -0.19 | 1.3 | /
O=C(Nc1ccc(N2CCN(C(=O)c3ccc(Cl)cc3)CC2)cc1)c1cc2ccccc2o1 | -0.19 | 0.66 | /
CCOCCCNc1nc2c(-c3ccccc3)nnn2c2ccccc12 | -0.7 | 0.15 | 17
O=C(CNC(=O)c1ccc(Cl)cc1)NCC(F)(F)F | 0.26 | 0.21 | 5
Cn1cccc1/C=C1\SC(=O)N(c2ccc(O)cc2)C1=O | -1.4 | -1.2 | 20
COc1ccc(/C=N/NC(C)(C)C)c(OC)c1 | / | / | 18
CC(C)N(Cc1ccccc1)C(=O)CCc1ccccc1 | / | / | -12
CC1=CC=CC2=NC(=O)CC(C)(C(=O)N(CC(=O)NC(C)C)C3CCCC3)N12 (configuration not stated) | -0.66 | -0.83 | 20
O=C(NC1CCN(C(=O)NC2CCCCC2)CC1)c1ccco1 | -0.53 | -1.4 | -12
O=C1c2ccccc2C(=O)c2c1cccc2N1CCOCC1 | -0.26 | 0.13 | /
O=C(CSC1=N/C(=C/c2ccc(Cl)c(Cl)c2)C(=O)N1c1ccccc1F)NC1CC1 | -1.3 | -1.5 | /
CON(C)S(=O)(=O)c1ccc2c(c1)N(Cc1ccc(C)cc1)C(=O)C1CCCN21 (configuration not stated) | / | / | 35
CC(C)(C)NC(=O)CSC(=Nc1cccc(F)c1)NC#N | 0.49 | -0.2 | -35
CCOc1cccc(C2C(C#N)=C(N)Oc3cc(C)n(Cc4ccccn4)c(=O)c32)c1OCC (configuration not stated) | -0.25&0.61 | -0.05&0.22 | /
CCOc1ccc2nc(SCC(=O)NCc3ccco3)sc2c1 | -0.78 | -1.2 | /
COc1cc(/C=N/NC(=O)CC2(C)OCCCO2)ccc1OCc1ccc(Cl)cc1Cl | -0.99 | 0.72 | -27
C[C@](N)(Cc1ccc(O)c(O)c1)C(=O)O | 1.9 | 2.4 | 43
CC(=O)Nc1ccc(C(=O)N/N=C/c2ccc(F)cc2)cc1 | / | / | -14
c1ccc(-c2nc3ccccc3c3nncn23)cc1 | 1.7 | 1.5 | /
COc1ccc(-c2cc(C(F)(F)F)nc(N3CCN(C)CC3)n2)cc1OC | 0.04 | -0.59 | 0
O=C1c2ccccc2C(=O)c2c1ccc(C(=O)N1CCCCC1)c2NCCO | -0.72 | -0.69 | -43
CCCCN(CCCC)C(=O)CSc1nnc2n(C)c(=O)c3c4c(sc3n12)CCCC4 | -1.1 | -0.97 | 24
Cc1ccc(NS(=O)(=O)c2ccc(NC(=O)[C@@H]3CCCC[C@@H]3C(=O)O)cc2)c(C)c1 | 0.03 | -0.21 | 42
Cc1c(C(C)(C)C)c(C=S)n2ccccc12 | -1.2 | -0.28 | -40
CCOc1cc(/C=N/Nc2nc3ccccc3[nH]2)cc(Br)c1OCC(=O)N(C)C | / | / | 53
COc1ccc(NC(=O)C2C(=O)N(CCO)C3(C)CC2c2ccccc2O3)cc1 (configuration not stated) | 1 | 1.2 | /
O=C(O)CCN1C(=O)c2ccncc2C1=O | -0.25 | -0.88 | /
COc1ccc(OCCN(C)Cc2ccccc2)cc1 | 0.12 | -0.2 | 50
C=CCc1ccc(OCCOCCOc2cccc3ccc(C)nc23)c(OC)c1 | -0.1 | 0.8 | 11
CCCCCOc1ccccc1C(=O)NCC(=O)O | 1.3 | 1.2 | 0
O=C(Nc1cccc([N+](=O)[O-])c1)c1ccncc1 | 1.6 | 1.3 | 39
CN1CCN(c2nc(NCCOC34CC5CC(CC(C5)C3)C4)nc(OCC(F)(F)F)n2)CC1 | -0.4 | 0.08 | /
NC1=NC(=O)C2(COC(c3cccnc3)OC2)S1 (configuration not stated) | / | / | -82
NS(=O)(=O)c1cccc(NC(=O)COC(=O)C2(c3cccc(F)c3)CCCC2)c1 | 0.58 | 0.74 | -27

Compound activity from PubChem.

This is a subset. The share of hits here may be higher or lower than overall.
